Source: PubChem BioAssay
H9c2 TAG inh: inhibitors of triacylglycerol accumulation | H9c2 cells, Nile Red lipid (TAG) fluorescence; cells loaded with 200 µM oleic acid | inhibition, % at 12.5 µM | actives 0.66% (n = 230,000) | AID 651582;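 active = pattern-corrected inhibition of lipid staining of at least 50% with the nuclear-stain viability signal not falling by more than 50%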;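 note: 0% = DMSO wells and 100% = triacsin C control wells; some results filed as inactive read as strong as hits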
H9c2 TAG inh DAPI viability: further read-out of H9c2 TAG inh, marked with its call; DAPI nuclei signal change (viability), lower = more cytotoxic, %;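 whole-well DAPI fluorescence read on a plate reader as a viability signal; minus 50 percent equals half of cells still viable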
* marks the source's active call; other numbers are inactive results; i = inactive. Not all compounds are listed, so the mix of outcomes need not match the whole.

Compound | H9c2 TAG inh | H9c2 TAG inh DAPI viability
COC(=O)c1ccccc1NS(=O)(=O)c1c(C)noc1C | -6 | -2
Cc1cc(C)c(S(=O)(=O)NCCn2c(C)cc3ccccc32)c(C)c1 | -14 | -10
O=C(Cn1c(=O)oc2cc(S(=O)(=O)N3CCCC3)ccc21)N1CCc2ccccc2C1 | -1 | -6
Cc1cccnc1NC(=O)CCc1c[nH]c2ccccc12 | -6 | -10
COc1cc(/C=C/C(=O)OCC(=O)c2c(N)n(C)c(=O)n(C)c2=O)ccc1OCC#N | 3 | -4
CCOC(=O)Cc1[nH]nc2c1C(c1cccc(OC)c1OC)C(C#N)=C(N)O2 (configuration not stated) | -13 | 6
COc1ccc(C(=O)Nc2ccncc2)cc1S(=O)(=O)N1CCOCC1 | 17 | -9
CC(=O)c1ccc(NC(=O)CN2C(=O)NC(C)(C3CCCCC3)C2=O)cc1 (configuration not stated) | -4 | 10
CCC(C)(C(=O)NC1CCCCC1)N(Cc1cccs1)C(=O)Cc1cccs1 (configuration not stated) | 24 | -7
CCOc1ccc(C(=O)NCC2CCCN2S(=O)(=O)c2cccs2)cc1 (configuration not stated) | 4 | -5
COc1cc(OC)c2c(-c3cccc(-c4ccc(NC(C)=O)cc4)c3)cc(=O)oc2c1 | 21 | -30
CCCCN(C=O)c1c(CC)nc2ccc(C(=O)N(C)Cc3ccco3)cn12 | 6 | -8
CC1=C(C(=O)N2CCOCC2)CC(CC(=O)NCCCCc2ccccc2)C(=O)N1CCCN1CCCC1=O (configuration not stated) | 5 | 1
O=C(O)c1ccc(N2CCCCS2(=O)=O)cc1 | -3 | -5
O=Cc1c(Sc2ccccn2)nc2ccccn2c1=O | -25 | -4
CC(=O)Nc1ccc(S(=O)(=O)N(C)CC(=O)OCC(=O)N(C)C2CCS(=O)(=O)C2)cc1 (configuration not stated) | 0 | -1
Cc1ccccc1C(=O)NC(=S)NCc1cccnc1 | -15 | 11
Cc1cc(C)c2c(=O)n3c(nc2c1)C(CC(C)C)NC(=O)c1cccnc1-3 (configuration not stated) | 33 | -5
CCCCCn1c(SCC#N)nc2cc(C(=O)NCC3CCCO3)ccc2c1=O (configuration not stated) | 49 | -15
COCCNC(=O)Cn1cc(/C=C(\C#N)C(=O)NC2CCCC2)c2ccccc21 | -2 | -4
COc1cc(CC(=O)NCC2COc3ccccc3O2)cc(OC)c1OC (configuration not stated) | -3 | -1
Cc1ccc(C)c(N=Nc2ccc(O)c3ncccc23)c1 | 108* | -32*
Cc1cc(Cl)c(OCCCNCc2ccccc2)c(Br)c1 | 5 | 34
O=C1NN(c2ccccc2)C(=O)/C1=C\c1ccc(-c2cc([N+](=O)[O-])ccc2O)o1 | 3 | -11
CC1CC(=O)N(c2ccc(NCCc3ccccc3)c([N+](=O)[O-])c2)C1=O (configuration not stated) | -8 | 10
O=C(CSc1ncccn1)N/N=C/c1ccc(OC2CSC2)cc1 | -21 | 3
COc1ccc(CN2CCN(Cc3cn(C)nc3-c3ccccc3)CC2CCO)c(C)c1C (configuration not stated) | -13 | 14
CC1CN(C)C(c2ccccc2)C(C)C12NC(=O)NC2=O (configuration not stated) | 1 | -9
Cc1c(Cl)cccc1NC(=S)NCc1ccco1 | -13 | 2
O=C(CN1C(=O)c2ccccc2C1=O)Nc1cccc([N+](=O)[O-])c1 | -12 | -4
N=c1n(Cc2ccccc2Cl)c2ccccc2n1CC(O)c1ccco1 (configuration not stated) | 5 | 15
CNC(=O)c1ccc(CN(C)C(=O)c2cc(C3CC3)nc3c2cnn3C(C)C)cc1 | 2 | -5
O=C(Cc1cccs1)Nc1ccccn1 | 0 | -10
Cc1nnc(SCC(=O)NC2CCCC2)s1 | 11 | 3
CC1(C)Cc2c(c(N3CCOCC3)nc3snc(Br)c23)CO1 | 4 | 0
O=C(CCS(=O)(=O)c1ccccc1)NC12CC3CC(CC(C3)C1)C2 | 9 | -7

Among those listed so far, these have a thiophene ring, fused or not.
Compound | H9c2 TAG inh | H9c2 TAG inh DAPI viability
CCC(C)(C(=O)NC1CCCCC1)N(Cc1cccs1)C(=O)Cc1cccs1 (configuration not stated) | 24 | -7
CCOc1ccc(C(=O)NCC2CCCN2S(=O)(=O)c2cccs2)cc1 (configuration not stated) | 4 | -5
O=C(Cc1cccs1)Nc1ccccn1 | 0 | -10

The results go on.
Compound | H9c2 TAG inh | H9c2 TAG inh DAPI viability
CC(=O)Nc1ccc(SC[C@H](Cc2ccccc2)N2CC[C@@H](O)CCC2=O)cc1 | 2 | -1
Cc1oc(C(N)=O)cc1COc1ccc(C(N)=O)cc1 | 3 | -1
COc1ccc(CCN(Cc2nc3ccccc3c(=O)[nH]2)C(=O)C2CC2)cc1 | -19 | 4
Cc1cc(=O)oc2cc(OCC(=O)Nc3ccc(F)cc3F)ccc12 | -5 | 3
CCCC[n+]1ccn(-c2nc3ccccc3nc2[N-]S(=O)(=O)c2ccc(Cl)cc2)c1 | 2 | 6
O=C(CCCCn1cnc2c(=S)nc[nH]c21)Nc1ccc(C(=O)O)c(O)c1 | 2 | 3
CCNC(=O)C1(C)CCCN(C(=O)c2sccc2C)C1 (configuration not stated) | 4 | 2
Cc1ccc(-n2nc3c(c2NC(=O)c2ccco2)CS(=O)C3)c(C)c1 (configuration not stated) | 2 | 3
Cc1oc(-c2ccccc2Cl)nc1CS(=O)(=O)CC(=O)N1CCOCC1 | 8 | -14
COc1cc(C(=O)NCCNc2nc3ccc(C)cc3cc2C#N)cc(OC)c1OC | 9 | -1
COc1ccc(CC2(CO)CCN(S(=O)(=O)c3sccc3C)CC2)cc1 | -24 | 6
O=C(C1=C[C@H](c2coc3ccccc3c2=O)C[C@H](OCCCCO)O1)N1CCN(Cc2ccc3c(c2)OCO3)CC1 | -10 | -2
S=c1[nH]cnc2scc(-c3ccccc3)c12 | -14 | 6
O=C(N/C(=C\c1ccc([N+](=O)[O-])cc1)C(=O)N1CCCCC1)c1ccc(Br)o1 | -21 | -4
COc1ccccc1OCCCC(=O)Nc1nccs1 | 2 | -18
N#CC1(NC(=O)COc2ccc(S(=O)(=O)N3CCCC3)cc2[N+](=O)[O-])CCCCC1 | 2 | -7
O=C(Nc1ccccc1C(=O)N/N=C/c1ccco1)c1ccccc1Cl | 5 | -2
O=C(c1ccccc1)N1CCN(C(=O)c2ccccc2Br)CC1 | 0 | -7
Cc1ccc(S(=O)(=O)N=Nc2c(O)[nH]c3ccccc23)cc1 | 4 | -2
O=C(Nc1ccc(Cl)cn1)c1ccccc1F | -15 | -2
Cc1ccc(S(=O)(=O)c2cc(C#N)c(=O)[nH]c2N)cc1 | -15 | 23
CC(=O)N1CCc2cc(S(=O)(=O)NC3CCCc4ccccc43)ccc21 (configuration not stated) | -36 | -3
c1ccc2c(c1)CCCN2c1nc(N2CCOCC2)nc(N2CCOCC2)n1 | 8 | -1
O=C(CCl)N1CCN(S(=O)(=O)c2ccc3c(c2)CCC3)CC1 | 33 | -29

Four entries from above, as labelled records.
O=C(Nc1ccccc1C(=O)N/N=C/c1ccco1)c1ccccc1Cl
  H9c2 TAG inh: 5	H9c2 TAG inh DAPI viability: -2

O=C(c1ccccc1)N1CCN(C(=O)c2ccccc2Br)CC1
  H9c2 TAG inh: 0	H9c2 TAG inh DAPI viability: -7

Cc1ccc(S(=O)(=O)N=Nc2c(O)[nH]c3ccccc23)cc1
  H9c2 TAG inh: 4	H9c2 TAG inh DAPI viability: -2

O=C(Nc1ccc(Cl)cn1)c1ccccc1F
  H9c2 TAG inh: -15	H9c2 TAG inh DAPI viability: -2

The list goes on.
Compound | H9c2 TAG inh | H9c2 TAG inh DAPI viability
CCOc1ccc2nc(NC(=O)C3CSC4(C)CCC(=O)N34)sc2c1 (configuration not stated) | 9 | -1
CC(Oc1ccc(C(C)(C)C)cc1)C(=O)NC1CC(C)(C)NC(C)(C)C1 (configuration not stated) | 9 | -9
O=C(O)/C=C/c1ccc(S(=O)(=O)N(CCO)CCO)cc1 | 7 | -3
Cc1ccc(-c2cc(-c3cccs3)[nH]n2)c(O)c1 | -6 | 1
COc1ccc(/C=C/C(=O)OCC(=O)N2CCCC2)c(OC)c1 | 16 | -6
COc1cc(-c2nc3ccc(N4CCN(C)CC4)cc3[nH]2)cc(OC)c1OC | 43 | i
CC(=O)Nc1ccc(/C=N/NC(=O)c2cc(-c3ccco3)nc3ccccc23)cc1 | 4 | 11
CCOc1ncccc1C(=O)Nc1ccc(-c2ccc3nnc(C)n3n2)cc1 | 4 | -5
NS(=O)(=O)c1cccc(NC(=O)c2cccc(N3C(=O)c4ccccc4C3=O)c2)c1 | 2 | 3
CCOc1ccc(NC(=O)CC2C(=O)N(c3cccc(OC)c3)C(=O)N2C(C)C)cc1 (configuration not stated) | 1 | -4
CCOC(=O)N1CCN(C(=O)Cn2c(=O)sc3ccccc32)CC1 | -2 | 10
CCOC(=O)/C(C#N)=C1/SC(CCO)C(=O)N1c1ccccc1 (configuration not stated) | 1 | 4
CC1(C(=O)NC2CCN(Cc3ccccc3)CC2)CCN1CCc1ccccc1 (configuration not stated) | 3 | 11
c1ccc(C2[C@H]3CN(Cc4cccnc4)[C@H](c4ccccc4)C34CC2(c2ccccc2)C4)cc1 (some centres not stated) | -1 | 9
COc1ccc2c(ccc[n+]2CC(=O)c2ccccc2)c1 | 1 | -5
CCCCC1=CC2=CC(=O)C(C)(OC(=O)c3cccs3)C(=O)C2=CO1 (configuration not stated) | 7 | -2
O=C(CSc1nnnn1-c1ccccc1)NC(=O)Nc1ccc2c(c1)OCCO2 | -9 | 9
CC(/C=C/c1ccc(N(C)C)cc1)=N\N=C1\NC(=O)CC(C(=O)Nc2ccccc2)S1 (configuration not stated) | -1 | 14
C=CCN1C2CCCC1CC(NC(=S)Nc1cccc(OC)c1)C2 (configuration not stated) | -6 | 15
Cc1nc(N)nc(N(C)c2ccccc2)c1Br | 14 | 5
C=CCOc1ccc(/C=C/C(=O)OCC(=O)N(C)CC(=O)Nc2ccc(F)cc2)cc1 | 4 | -5
O=C(O)c1ccc(/C=N/O)cc1 | -3 | -2
C(=N\NCc1ccccc1)/c1ccc2nccnc2c1 | 2 | -5
Cc1[nH]c2ccccc2c1C(=O)CSc1nncn1C | -7 | 9
CC(=O)N1CCOCCOCCN(C(C)=O)CCOCC1 | -2 | -9
NS(=O)(=O)c1ccc2c(c1)oc(=O)c1cc(S(N)(=O)=O)ccc12 | -2 | 0
COc1cc(NC(=O)COC(=O)C=C(C)C)c(C)cc1[N+](=O)[O-] | -2 | 5
C#CCN(C[C@H]1[C@H](OC(=O)NCc2ccco2)[C@H](OC(=O)NCc2ccco2)C[C@@H](C(=O)OC)[C@H]1C(=O)OC)S(=O)(=O)c1ccc(C)cc1 | 31 | -13
CCOC(=O)c1ccc(NC(=O)CSc2nnc(CNc3ccc(C)cc3)n2C)cc1 | -14 | -7
CCn1nc(C)c(CNC(=O)CCc2nnc(Cc3c[nH]c4ccccc34)o2)c1C | -9 | -4
O=C(C[n+]1ccccc1)N/N=C/c1ccc(Br)cc1 | -1 | -5
O=C(O)/C=C/c1ccccc1[N+](=O)[O-] | -10 | 2
CC1CCN(C(=O)CSc2ccc(-c3cccc([N+](=O)[O-])c3)nn2)CC1 | -3 | -7
N#Cc1c(N2CCCCC2)nc(N)c2c(N)nc3c(c12)CC(CCl)O3 (configuration not stated) | -19 | 27
O=C1Nc2ccc(F)cc2C12Nc1ccccc1-c1nnc(SCc3ccccc3Cl)nc1O2 (configuration not stated) | -7 | 0
CC12CN3CC(C)(CN(C1)C3c1ccc(Cl)cc1Cl)C2O (configuration not stated) | -6 | 12
COc1cc(CNc2ncnc3c2ncn3[C@H]2CN(Cc3cccc4ccccc34)C[C@@H](CO)O2)cc(OC)c1OC | 9 | 14
CC(C)(C)n1nnnc1C(c1cccs1)N1CCN(c2ccccc2)CC1 (configuration not stated) | -4 | 0
O=c1[nH][nH]c(=O)c2c1[nH]c(=S)n2Cc1ccccc1 | 3 | -10
O=C(Nc1ccccc1Cl)c1cc(C2CCCN(C(=O)CCCc3ccccc3)C2)on1 (configuration not stated) | 7 | 0
COC(=O)c1ccccc1NC(=O)CSc1ccccc1 | -17 | -8
Cc1ccc(C(=O)NCc2ccccc2)c(F)c1F | -8 | 18
Cc1cc(C)c(C(=O)CSc2n[nH]c(-c3ccncc3)n2)c(C)c1 | 3 | -1
CCc1nc2ccc(C(=O)Nc3cccc(NS(C)(=O)=O)c3)cn2c1N(CC)Cc1cccc(Br)c1 | 20 | 10
CCOc1ccc(NC(=S)N2CCN(S(=O)(=O)c3ccc(OC)cc3)CC2)cc1 | 11 | -1
Cc1cc(C)n(-c2nc(O)cc(=O)[nH]2)n1 | 7 | -10
CC(=O)c1ccc(NC(=O)COC(=O)C2CC3C=CC2C3)cc1 (configuration not stated) | 4 | 0
COc1ccc(C(CC(=O)O)NC(=O)COc2ccccc2)cc1 (configuration not stated) | -13 | 5
CCOc1ccc(NC(=O)CN(c2cc(C)cc(C)c2)S(=O)(=O)c2c(C)noc2C)cc1 | 11 | 9
O=C(CNC(=O)c1n[nH]c2ccccc12)Nc1cc(Cl)ccc1Cl | 3 | -4
CCOc1ccc(NS(=O)(=O)c2ccc(C(=O)N(C)CC(=O)Nc3ccc(OC)cc3)cc2)cc1 | 24 | 6
Cc1cc(C=O)c(C)n1-c1ccc(NC2CCCCC2)c([N+](=O)[O-])c1 | -20 | 0
COc1c(-c2ccccc2)oc2c(ccc3occc32)c1=O | 6 | -1
